# FXIIa inh 1536: inhibitors of human coagulation factor XIIa; P00748; inhibition, % at 5 µM; 220,000 compounds, 0.3% hits; purified FXIIa, Boc-QGR-AMC fluorogenic substrate, 2 h; in the data active = inhibition above about 40%;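 also: 0% = enzyme with no compound and 100% = blank without enzyme; many of its hits are not listed in these tables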
# Thrombin inh: blocks human thrombin protease activity; AID 1046; alpha-thrombin, Boc-VPR-AMC fluorogenic substrate cleavage; inhibition, % at 5 µM; P00734; 220,000 compounds, 0.26% hits;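 active = inhibition at or above 40%; inactive = inhibition below 40%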;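 also: 0% = enzyme with no compound and 100% = wells without enzyme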
#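 Assay system: human alpha-thrombin enzyme. Reagent: Boc-VPR-AMC substrate, 15 µM final. Compound dosing: one concentration per compound, 5 µM, with 0.2% DMSO. Incubation: room-temperature reaction. Technique: AMC fluorescence, 355/460 nm. Measure: % inhibition relative to enzyme controls and enzyme-free blanks.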
# Hck-Nef inh: human Hck-Nef kinase inhibition; AID 463187; inhibition, % at 20 µM; 220,000 compounds, 0.68% hits; Recombinant Hck-YEEI plus Nef, Z-Lyte FRET kinase assay;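 active = Hck-Nef kinase inhibition above about 50%, limit read from the data; inactive = inhibition below that limit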;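 also: 0% = DMSO with Hck plus Nef and 100% = Hck alone without Nef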
# KLK5 inh: kallikrein 5 (human) inhibition; recombinant hK5, fluorogenic AMC substrate cleavage; inhibition, % at 5 µM; 210,000 compounds, 0.59% hits;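 active = inhibition of 40% or more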;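 also: 0% = enzyme controls without compound and 100% = no-enzyme blanks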
# FXIa inh: factor XIa (human) inhibition. P03951. purified FXIa, Boc-Glu-Ala-Arg-AMC fluorogenic substrate. inhibition, % at 5 µM. 220,000 compounds, 0.14% hits. AID 798;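 active = inhibition of at least 40%; inactive = inhibition below 40%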;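 also: fluorescence of freed AMC excited at 355 nm; 0% = enzyme without compound and 100% = no enzyme blank; many of its hits are not listed in these tables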
# Runt-CBFb FRET: inhibitors of human RUNX1 Runt domain binding to CBFb; 220,000 compounds, 0.46% hits; Q01196+Q13951; Cerulean-Runt/Venus-CBFb FRET ratio 530/480, 1 h; inhibition, % at 20 µM;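 active = inhibition over about 50% at 20 µM in the single-dose screen, limit read from the data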;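 also: 0% = DMSO wells and 100% = excess unlabeled CBFb competitor control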
#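 System: Cerulean-labeled Runt domain protein | Quantity: 100 nM of each labeled protein | Schedule: 1 h compound exposure, room temperature | Detection: Fluorescence energy transfer, 422 nm excitation, 530/480 nm emission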
# Runt-SMMHC FRET: Runt domain-CBFb-SMMHC interaction inhibition; 220,000 compounds, 0.74% hits; Cerulean-Runt/Venus-CBFb-SMMHC FRET ratio 530/480, 1 h; inhibition, % at 20 µM; AID 1434;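 active = mean inhibition across duplicate retests at 20 µM reaching about 50%, limit read from the data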;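 also: 0% = DMSO wells and 100% = wells with excess untagged CBFb-SMMHC; inhibitors lower the FRET ratio by blocking Runt binding to CBFb-SMMHC; some results filed as inactive read as strong as hits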
# Wee1 stabilizer: blocks degradation of human Wee1 kinase. 220,000 compounds, 1.2% hits. P30291. reporter increase, % at 5 µM. HeLa Luc-Wee1K328M stability, luciferase luminescence; 100% = proteasome inhibitor MG132 effect. AID 1321;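 active = activation above the mean of all tested compounds plus 3 SD, set per screening run, cut at about 8.8% in these data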;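 also: cells exposed to compound for 20 h before luminescence read; 0% = DMSO alone and 100% = MG132 at 30 µM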
# Target sequence (P30291 whole entry K328M): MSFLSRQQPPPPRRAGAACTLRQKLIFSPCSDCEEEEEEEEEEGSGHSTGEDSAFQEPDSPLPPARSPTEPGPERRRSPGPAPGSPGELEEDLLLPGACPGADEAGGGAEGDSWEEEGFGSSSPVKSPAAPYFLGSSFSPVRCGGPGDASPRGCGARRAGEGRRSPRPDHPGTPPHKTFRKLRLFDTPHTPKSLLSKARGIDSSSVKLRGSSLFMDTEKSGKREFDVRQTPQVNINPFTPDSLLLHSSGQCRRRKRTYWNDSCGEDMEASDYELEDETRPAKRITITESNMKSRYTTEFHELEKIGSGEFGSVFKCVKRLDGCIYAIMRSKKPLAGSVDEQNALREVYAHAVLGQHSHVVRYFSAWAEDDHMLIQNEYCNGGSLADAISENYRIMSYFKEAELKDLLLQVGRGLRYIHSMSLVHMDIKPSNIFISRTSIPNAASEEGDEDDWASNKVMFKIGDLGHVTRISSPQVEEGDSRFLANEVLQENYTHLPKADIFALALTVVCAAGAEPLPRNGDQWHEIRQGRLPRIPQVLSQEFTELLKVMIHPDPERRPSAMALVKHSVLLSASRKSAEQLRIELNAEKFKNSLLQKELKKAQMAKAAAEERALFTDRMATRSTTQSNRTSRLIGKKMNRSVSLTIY
# 14-3-3 Bad inh: disrupts binding of bovine 14-3-3 zeta to phospho-Bad peptide. P63103. AID 781. inhibition, % at 21.7 µM. TR-FRET 14-3-3zeta/Dy647-pBad peptide displacement, 1 h. 220,000 compounds, 0.71% hits;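 active = inhibition above about 70%, limit read from the data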;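 also: 0% = full 14-3-3 plus peptide FRET controls and 100% = background without 14-3-3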
# Target sequence (P63103 whole entry, looked up): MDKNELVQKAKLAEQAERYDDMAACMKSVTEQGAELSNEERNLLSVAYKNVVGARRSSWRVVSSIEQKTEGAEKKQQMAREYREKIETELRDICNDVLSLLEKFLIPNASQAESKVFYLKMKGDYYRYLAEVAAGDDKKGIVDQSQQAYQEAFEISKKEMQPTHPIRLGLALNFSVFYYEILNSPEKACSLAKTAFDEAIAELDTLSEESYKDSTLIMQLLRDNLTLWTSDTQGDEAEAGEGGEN
# Starred values were filed as active, the others as inactive; · = no result given; [ ] = remark or other dose.
SMILES,FXIIa inh 1536,Thrombin inh,Hck-Nef inh,KLK5 inh,FXIa inh,Runt-CBFb FRET,Runt-SMMHC FRET,Wee1 stabilizer,14-3-3 Bad inh
CC(=O)OC(COc1ccc(F)cc1)Cn1cnc2ccccc21 (centres undefined),5.8,-5.1,24.4,6.9,-8.3,0.7,0.7,-0.6,-7.1
CN(Cc1cccc(-n2cccn2)c1)Cc1cn(C)nc1-c1ccccc1F,7.6,-7.6,13.8,0.6,-2.6,2.5,1.4,0.1,0.1
CN(Cc1nc(-c2cnccn2)no1)Cc1n[nH]c2c1CCCCC2,4.2,-2.9,5.2,-3.0,-3.0,0.3,0.3,-0.7,2.8
Cc1nn(-c2ccccc2)c2sc(C(=O)OC3CCOC3=O)cc12 (centres undefined),-11.8,1.8,1.4,-2.7,-11.4,-8.1,0.8,-1.8,-8.9[fluorescence artefact?]
COc1cccc(N2CCN(C(=O)CN(c3ccc(C)cc3)S(=O)(=O)c3c(C)n[nH]c3C)CC2)c1,-0.5,-6.2,-0.3,2.5,-4.7,-3.2,1.3,-1.5,-4.2
O=C(c1ccc2c(c1)OCO2)C1CCCN(Cc2ccc3nsnc3c2)C1 (centres undefined),8.4,-4.3,18.3,0.4,-2.1,1.0,-2.1,1.6,-5.8
COc1ccc(-c2[nH]ncc2CNC(C)CCn2cccn2)c(F)c1 (centres undefined),5.4,0.4,7.2,14.8,-0.9,-1.0,-0.6,3.9,-10.3
CCn1nc(C(=O)NC2=NCCS2)c2ccccc2c1=O,9.3,-1.5,3.4,0.3,0.4,-2.3,-3.3,-1.1,10.2
O=C(C1CCCCN1S(=O)(=O)c1ccc(F)cc1)N1CCN(c2ccccc2F)CC1 (centres undefined),19.8,-3.7,23.3,-5.7,17.1,0.4,-0.2,0.7,6.5
Cc1cc(C)cc(NC(=O)C(=O)NCC2CCCO2)c1 (centres undefined),6.3,-1.7,-9.6,-0.2,-0.7,2.9,-5.6,-2.2,-5.4
Cc1c(NC(=O)c2ccc(C(C)(C)C)cc2)cccc1[N+](=O)[O-],22.8,-4.9,2.7,-17.6,22.1,-0.6,3.8,2.1,8.0[fluorescence artefact?]
CCN(CC)C(=O)NC1CC2CCCC(C1)N2Cc1ccccc1 (centres undefined),30.4,2.5,3.7,0.5,19.0,3.0,-5.5,-0.4,6.9
O=C(O)c1ccc(CNCc2ccccc2Cl)cc1,-7.7,-15.6,2.7,-28.6,-4.1,0.2,-0.1,-3.6,7.3[fluorescence artefact?]
CC(=O)Nc1cccc([N+](=O)[O-])c1,6.0,-4.2,17.2,5.8,3.3,-1.5,0.2,1.7,-7.8
Cc1cc2nc(-c3ccc(NC(=O)c4cccnc4)cc3)oc2cc1C,11.4,-5.3,-1.9,-11.3,0.5,-5.5,2.2,3.1,3.6
Cc1ccc(-n2ncc3c(NCCCN4CCOCC4)ncnc32)c(C)c1,8.3,-6.6,3.5,-4.3,-2.5,1.6,2.6,-1.0,12.0
COc1cc(/C=N/NC(N)=O)ccc1OC(=O)c1ccc(C)cc1,10.8,-1.1,1.9,-0.9,-1.9,-3.2,1.6,0.4,1.3
CCOc1ccc(CCNC(=O)c2cc3c(C)nccc3[nH]c2=O)cc1OCC,6.2,2.6,11.4,·,0.5,-0.5,1.7,-0.5,-2.2
O=C1N=C(c2ccccc2)C(c2ccccc2)N1 (centres undefined),10.2,-0.3,3.7,-66.1,-4.0,1.6,3.4,-2.7,-12.0
O=C(CCc1ccccc1)OCC(=O)c1ccc(Br)cc1,3.4,-7.2,6.0,-15.6,2.3,-1.3,-1.5,8.3,-6.0[fluorescence artefact?]
O=S(=O)(c1ccc(F)cc1)N1CCC(N2CCCCCC2)CC1,11.3,-3.8,-1.9,1.8,0.3,-1.9,5.1,2.4,17.8
COc1ccccc1N1CCN(C(=O)/C=C/c2ccc3c(c2)OCO3)CC1,15.2,0.2,1.2,-1.8,-2.7,2.8,-0.6,-0.7,-2.5
CC(=O)Nc1c(Br)cc(N2C(=O)CCC2=O)cc1Br,19.5,0.1,4.8,-16.4,6.4,0.3,0.3,0.4,-15.7
CCOCCCNC(=O)CN(c1cc([N+](=O)[O-])ccc1OC)S(C)(=O)=O,7.0,-1.9,14.6,18.6,-3.4,0.1,-1.4,-2.8,15.4
O=C(CSc1ccc(-c2ccco2)nn1)NCc1ccccc1Cl,-0.3,-8.3,-0.1,0.2,-2.7,17.9,12.6,-0.1,-0.3[fluorescence artefact?]
Cc1cc(Nc2ccc3c(c2)OCCO3)c2cc(Cl)ccc2n1,8.8,0.2,1.6,-4.0,5.7,-3.2,1.9,5.0,9.1
C=CCOC(=O)COc1ccc2c(C)c(C)c(=O)oc2c1C,11.7,2.1,-0.9,-28.1,0.6,-6.9,-1.3,0.5,3.4
O=C(CSCc1ccccc1)Nc1cccc(F)c1,-1.0,-21.4,2.5,-14.4,-5.3,0.2,-1.5,-1.3,3.5
COc1ccc2[nH]c(=O)c(CN(CCCN(C)C)C(=O)Nc3ccc(F)cc3)cc2c1,-0.9,2.0,3.8,2.6,0.9,-2.0,0.6,-2.7,-8.0
COc1ccc(NC(=O)CCSc2nnc(C)s2)cc1,-13.1,-6.4,-0.9,-1.8,-8.6,-0.4,-5.0,-2.3,-8.7

# Some entries already given, reduced to Wee1 stabilizer, Runt-SMMHC FRET and Hck-Nef inh.
structure | Wee1 stabilizer | Runt-SMMHC FRET | Hck-Nef inh
CCN(CC)C(=O)NC1CC2CCCC(C1)N2Cc1ccccc1 (centres undefined) | -0.4 | -5.5 | 3.7
Cc1c(NC(=O)c2ccc(C(C)(C)C)cc2)cccc1[N+](=O)[O-] | 2.1 | 3.8 | 2.7

# Remaining list, next part
SMILES,FXIIa inh 1536,Thrombin inh,Hck-Nef inh,KLK5 inh,FXIa inh,Runt-CBFb FRET,Runt-SMMHC FRET,Wee1 stabilizer,14-3-3 Bad inh
CCOCCCNC(=O)C(NC(=O)c1ccccc1O)c1ccc(C)cc1 (centres undefined),12.3,0.2,8.8,·,-2.3,-14.9,-3.8,2.7,8.4
COc1ccc(C(=O)Nc2cc([N+](=O)[O-])ccc2N2CCCC2)cc1,7.4,3.2,-4.8,-6.3,-2.3,-2.4,-4.9,0.3,-8.7
Cc1ccc(S(=O)(=O)N/N=C/c2ccc(C(=O)O)cc2)cc1,11.1,-8.3,0.2,1.8,-3.2,-2.1,-1.7,-3.2,-0.6
COC(=O)CCC(=O)OC1(C)C(=O)C2=CN(C3CCCC3)C(c3ccc(OC)cc3)=CC2=C(Br)C1=O (centres undefined),8.3,3.5,20.0,2.9,6.7,10.3,-0.2,·,1.7
O=C1CN(C(=O)COC(=O)CCSc2ccccc2Cl)c2ccccc2N1,17.1,-13.5,3.8,-20.4,0.9,-1.1,0.9,0.5,27.1[fluorescence artefact?]
CC(NC(=O)COC(=O)C1CCN(S(=O)(=O)c2ccccc2C(F)(F)F)CC1)c1ccccc1 (centres undefined),0.9,-2.3,-86.0,-0.9,7.5,-4.0,1.8,-2.5,3.7
Cc1ccccc1NC(=O)N1c2ccccc2CC1C (centres undefined),5.6,·,20.7,-5.4,4.8,0.9,4.0,2.5,1.0
CCOC(=O)C1=C(C)NC(=O)NC1c1ccco1 (centres undefined),18.8,5.8,1.6,-29.1,7.0,5.6,-4.7,2.5,-9.4
CCCCSc1nnc2n(CCc3ccccc3)c(=O)c3c4c(sc3n12)COC(C)(C)C4,7.2,-2.9,-10.6,2.2,-0.7,-4.5,1.6,-1.5,15.7
O=C(Nc1cccc(-c2cn3cccnc3n2)c1)c1ccc2c(c1)OCO2,1.7,-1.2,6.8,-6.4,-2.9,-1.4,-3.4,3.8,7.7

# Of the compounds above, 2 have a furan ring, fused or not:
SMILES,FXIIa inh 1536,Thrombin inh,Hck-Nef inh,KLK5 inh,FXIa inh,Runt-CBFb FRET,Runt-SMMHC FRET,Wee1 stabilizer,14-3-3 Bad inh
O=C(CSc1ccc(-c2ccco2)nn1)NCc1ccccc1Cl,-0.3,-8.3,-0.1,0.2,-2.7,17.9,12.6,-0.1,-0.3[fluorescence artefact?]
CCOC(=O)C1=C(C)NC(=O)NC1c1ccco1 (centres undefined),18.8,5.8,1.6,-29.1,7.0,5.6,-4.7,2.5,-9.4

# The list goes on:
SMILES,FXIIa inh 1536,Thrombin inh,Hck-Nef inh,KLK5 inh,FXIa inh,Runt-CBFb FRET,Runt-SMMHC FRET,Wee1 stabilizer,14-3-3 Bad inh
O=C(/C=C/Nc1ccc(S(=O)(=O)Nc2ncccn2)cc1)c1cccs1,10.1,-1.2,4.1,4.2,7.3,8.5,19.8,2.3,-22.4
CCOc1ccc(/C=N/NC(=O)CN2CCSCC2)cc1,4.6,-3.5,2.6,-11.6,2.0,0.7,-5.8,2.6,34.7
O=C(N/N=C/c1cc([N+](=O)[O-])ccc1O)C1C2CCCCC21 (centres undefined),1.1,-3.7,14.9,-13.9,-4.0,-0.9,-1.6,-3.8,-18.7
COc1ccc(C(=O)/C=C(/C)N(C)C)cc1,12.4,3.5,-0.2,5.0,3.7,-2.5,-1.0,-1.7,3.5
Cc1ccc2nc(NC(=O)CNS(=O)(=O)c3ccc(Br)s3)sc2c1,4.8,-4.7,-0.6,-32.1,-1.5,2.3,0.1,0.6,4.2
Cc1cc(N/N=C/c2ccc(O)cc2)nc(NS(=O)(=O)c2ccccc2)n1,5.7,35.4,0.7,47.0*,10.1,2.2,2.4,4.7,4.8[fluorescence artefact?]
Cc1ccccc1Cn1ccc(NC(=O)c2cnn3cccnc23)n1,18.3,3.3,20.0,-7.0,6.6,-2.2,1.9,-0.9,-6.5
Cc1ccccc1NC(=S)NC(=O)CCc1ccccc1,20.7,-6.5,-0.1,-2.0,1.0,-1.8,-1.2,2.1,-4.3
CC(C)C(O)(C#CCN1CCCCCC1)c1ccccc1 (centres undefined),3.2,7.5,20.8,-5.5,-5.2,-0.7,-2.3,2.9,1.5
CC1Cc2ccccc2N1C(=O)c1cccnc1 (centres undefined),-5.9,0.6,-0.7,2.0,-12.3,-2.3,5.8,4.4,-4.9
Cc1ccc(S(=O)(=O)N2CCC(C(=O)NNS(=O)(=O)c3ccc(Cl)cc3)CC2)cc1,-12.4,-3.9,-0.3,-0.5,-9.0,-4.7,2.7,2.9,-3.8
O=C(CCC1N=C2c3ccccc3N=C(SCc3cccc(Cl)c3)N2C1=O)NCc1ccco1 (centres undefined),4.4,-4.1,-1.8,-2.2,-7.2,6.2,0.7,0.8,-16.0
O=S1(=O)C=CC(Sc2nc3ccccc3[nH]2)C1 (centres undefined),21.0,3.0,0.7,5.9,8.9,-2.0,-0.2,0.3,52.0
CC(=O)Nc1ccc(NC(=O)C(=O)N/N=C/c2cccnc2)cc1,2.8,-8.9,17.5,-3.6,-4.2,1.1,-3.2,1.5,-2.0
COc1ccc(CC(=O)N/N=C/c2ccc(-c3cccc(C(=O)O)c3)o2)cc1OC,9.5,-1.6,22.7,4.9,4.9,8.8,0.3,1.9,-5.0
Cn1c(CO)c(-c2ccccc2)c2cc([N+](=O)[O-])ccc21,-7.1,-6.0,-6.5,2.5,-14.4,-2.4,15.4,3.5,-14.1
O=C(COc1ccccc1/C=C1\SC(=O)NC1=O)Nc1ccc(F)cc1,9.8,4.1,14.2,-4.0,1.7,-1.6,-1.2,0.9,-3.5

# Screens (PubChem BioAssay)
